Screens: PubChem BioAssay, National Center for Advancing Translational Sciences (NCATS)
TRHR enhancer = TRH receptor (human) allosteric enhancement; TRHR cells, fluo-8 calcium fluorescence, EC20 TRH enhancement; P34981; AID 493056; enhancement, % at 2 µM; hit rate 0.66% among 360,000; in the data active means enhancement above about 30%; further: 0% is about no effect
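TRHR-expressing cells loaded with fluo-8 calcium dye were read kinetically (ex 480/em 530) during compound addition, then stimulated with an EC20 of TRH (10 nM final). Enhancement of the Gq-mediated intracellular calcium response was scored.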
RXFP1 agonist = agonists of human relaxin receptor RXFP1 | Q9HBX9 | HEK293T-RXFP1 cAMP TR-FRET, 30 min; response scale: percent of porcine relaxin response, buffer zero | Potency, µM (top dose mostly 57.5 µM), without a hit: top-dose activation, actives largely listed as activators | hit rate 0.3% among 370,000 | AID 2676; active means well fitted activation curve with a large enough effect; inconclusive means small, poorly fitted or top-dose-only effect; further: potency means the concentration at half of the fitted maximal effect; on the % scale 0 is the no-effect control and ±100 the full control effect; nearly all actives have a fitted effect of over 60% in size; many of its hits are not listed in these tables
Target sequence (Q9HBX9 whole entry, looked up): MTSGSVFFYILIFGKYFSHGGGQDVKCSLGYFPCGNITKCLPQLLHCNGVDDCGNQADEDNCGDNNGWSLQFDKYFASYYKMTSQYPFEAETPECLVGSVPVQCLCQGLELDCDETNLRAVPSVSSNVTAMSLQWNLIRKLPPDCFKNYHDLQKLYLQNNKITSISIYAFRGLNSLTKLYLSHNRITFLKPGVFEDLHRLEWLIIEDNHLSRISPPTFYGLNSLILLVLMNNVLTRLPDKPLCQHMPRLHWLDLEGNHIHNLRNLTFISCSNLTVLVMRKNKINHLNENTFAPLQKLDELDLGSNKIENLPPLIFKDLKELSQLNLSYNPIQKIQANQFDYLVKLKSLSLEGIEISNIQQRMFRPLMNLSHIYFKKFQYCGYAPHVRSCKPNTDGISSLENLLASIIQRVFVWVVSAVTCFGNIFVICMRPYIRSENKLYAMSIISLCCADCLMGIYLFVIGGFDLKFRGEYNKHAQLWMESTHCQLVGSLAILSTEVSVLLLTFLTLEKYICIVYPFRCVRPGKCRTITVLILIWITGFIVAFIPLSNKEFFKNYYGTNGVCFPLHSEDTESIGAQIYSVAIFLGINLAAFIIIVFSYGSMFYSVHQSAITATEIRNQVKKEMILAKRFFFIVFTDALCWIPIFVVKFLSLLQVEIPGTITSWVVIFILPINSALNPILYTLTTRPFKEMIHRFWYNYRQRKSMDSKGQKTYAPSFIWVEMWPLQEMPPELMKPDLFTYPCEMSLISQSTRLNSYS
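HEK293 cells stably expressing RXFP1, treated 30 min at 37C with compounds plus PDE4 inhibitor Ro 20174; cAMP measured by HTRF TR-FRET. Normalized to buffer and 29 nM porcine relaxin; EC50 by Hill fit.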
D1 antagonist = antagonists of human D1 dopamine receptor; P21728; HEK293 TREx D1 cells, calcium flux, dopamine EC80; hits give low values; activity change, negative = inhibition, % at 10 µM; hit rate 3.2% among 360,000; AID 504652; in the data active means activity change below about -30%; further: on the % scale 0 is the no-effect control and ±100 the full control effect
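Allosteric or orthosteric antagonism assessed as attenuation of the calcium response to EC80 dopamine, added 180 s after compound, in induced HEK293 Trex D1 cells loaded with no-wash calcium dye.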
D2 PAM = positive allosteric modulators of human D2 dopamine receptor. P14416. HEK293 T-REx D2, calcium flux, EC20 dopamine potentiation. potentiation, % at 10 µM. hit rate 0.34% among 340,000. AID 485347;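 active means potentiation over 3 SD above the plate norm, cut at about 30% in these data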; further: 0% is about no effect
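Tetracycline-induced Hek293 Trex D2 cells, force-coupled to calcium, loaded with no-wash calcium dye. Compound added with 180 s kinetic read for agonism, then EC20 dopamine and a further 180 s read for potentiation.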
D1 agonist = activates the human D1 dopamine receptor. AID 504660. HEK293 T-REx D1 cells, calcium flux, agonist mode. activation, % at 2 µM. hit rate 1% among 360,000; in the data active means activation above about 30%; further: 0% is about no effect
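Agonism was scored from calcium flux recorded over 180 s (1 read/s) after pintool compound addition, following a 10-cycle baseline. Cells were inducible force-coupled HEK293 TREx D1, plated overnight at 30 C and loaded with no-wash calcium dye.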
RXFP1 antag = antagonists of human relaxin receptor RXFP1. Q9HBX9. HEK293-RXFP1, relaxin-stimulated cAMP HTRF, 30 min; hits give low values. activity change, negative = inhibition, % at 57.5 µM. hit rate 0.59% among 350,000;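 active means activity change of -60% or lower, but not beyond a set lower limit; inconclusive means change between -60% and -40%, or beyond the set limit; inactive means change above -40%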; further: on the % scale 0 is the no-effect control and ±100 the full control effect
D1 potentiator = human D1 dopamine receptor positive modulation | P21728 | hit rate 0.036% among 360,000 | potentiation, % at 10 µM | HEK293 TREx D1 cells, calcium flux, dopamine EC20 potentiation; in the data active means potentiation above about 30%; further: 0% is about no effect
D2 antag = D2 dopamine receptor (human) antagonism. hit rate 2% among 340,000. HEK293 TREx D2 cells, calcium flux, dopamine EC80. inhibition, % at 10 µM; in the data active means inhibition above about 30%; further: 0% is about no effect
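Read-out: kinetic calcium fluorescence (1 cycle/s) in inducible HEK293 T-REx D2 cells after an EC80 dopamine addition that followed 180 s compound preincubation. Loss of the dopamine response indicates antagonism.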
D2 ag = agonists of human D2 dopamine receptor; P14416; HEK293 T-REx D2 cells, calcium flux agonist mode; activation, % at 2 µM; hit rate 0.53% among 340,000;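 active means activation over 3 SD above normal in the single-dose calcium agonist read, cut at about 30% in these data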; further: 0% is about no effect
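In this primary screen, compounds producing a positive calcium signal within 180 s of addition to tetracycline-induced, force-coupled HEK293 Trex D2 cells are flagged; cells are dye-loaded with a no-wash calcium kit beforehand.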
* marks the source's active call; other numbers are inactive results; ? = inconclusive; · = no result given; & = joins results of further samples.

Structure	TRHR enhancer	RXFP1 agonist	D1 antagonist	D2 PAM	D1 agonist	RXFP1 antag	D1 potentiator	D2 antag	D2 ag
COc1ccccc1C(=O)NC(CCSC)C(=O)NCc1ccncc1 (stereo not drawn)	-0.4	-1.3%	8.1	17.6	4.3	4.4	10.6	-10.7	0.1
COc1cccc(C(=O)Nc2c3c(nn2-c2cccc(C)c2C)CS(=O)(=O)C3)c1OC	2.0	0.3%	10.5	-7.0	0.3	11.3	-2.8	2.0	-1.9
CC1CN(C(=O)COC(=O)c2cccs2)CC(C)O1 (stereo not drawn)	-2.9	2.7%	-5.8	·	2.0	·	-1.5	·	·
Cc1ccc(NC(=O)CCC(=O)O)cc1F	2.7	0.2%	-8.6	5.7	2.9	14.1	0.8	9.0	0.3
O=C(c1ccccc1F)N1CCc2ccccc21	-10.4	1.1%	-5.8	1.0	0.5	-23.6	-6.7	17.1	-0.2
COc1ccc(-c2nc3c(n2O)CCC/C3=N\O)cc1	3.4	0.3%	-13.4	-10.4	2.9	-18.9	-1.4	-8.3	-0.1
COc1ccc(OC(C)C(=O)NCc2nc(-c3cccc(C)c3)no2)cc1 (stereo not drawn)	14.1	-0.3%	-1.6	-0.2	6.2	-7.8	-2.6	·	·
CCc1nnc(NC(=O)C2CCCN2C(=O)NC2CCCCC2)s1 (stereo not drawn)	-1.6	2.7%	-8.9	2.7	0.6	-0.6	-5.8	23.4	0.6
Cn1c(=O)c(=O)n(C)c2cc(S(=O)(=O)NCCN3CCN(c4ccccc4F)CC3)ccc21	-5.8	14.5%	-46.1*	-19.0	1.4	9.5	-8.5	42.8*	67.4*
O=C(NCC1CCCO1)c1cccc(N2CCCC2=O)c1 (stereo not drawn)	4.2	0.2%	-0.8	5.7	0.3	5.9	3.7	2.1	0.4
CCN(CC)S(=O)(=O)c1cc(C(=O)OCC(=O)Nc2c(F)cccc2F)ccc1F	-8.2	0.8%	-20.0	0.3	15.2	10.2	1.9	18.2	1.6
Cc1[nH]c(=O)c(C(=O)c2ccccc2O)cc1C(=O)O	0.4	3.8%	0.6	-3.0	2.5	?	-3.6	20.6	-0.1
CCc1ccc(-c2nc(CSCC(=O)N3CCN(c4ncccn4)CC3)c(C)o2)cc1	-3.8	0.3%	-7.8	10.0	9.5	·	-1.6	10.7	-1.9
Cn1c(C(=O)N2CCN(c3ccc([N+](=O)[O-])cc3)CC2)cc2c(=O)[nH]c3ccccc3c21	-5.9	6.1%	-6.6	4.8	3.3	-1.9	5.6	4.8	-1.9
CNC(=S)N/N=C/c1c(C)nn(-c2ccc(F)cc2)c1Cl	-3.0	0.4%	-9.9	-10.3	0.4	3.9	-9.1	-1.5	-0.1
CC(C)(Oc1ccc(Cl)cc1)C(=O)N1CCN(C(=O)c2ccco2)CC1	0.2	2.0%	6.5	·	0.4	-4.6	-7.2	-6.0	1.6
C=CCn1c(CSCc2ccc(Cl)cc2)nnc1SCC(=O)NCc1ccccc1	-3.9	-0.6%	-10.1	0.3	1.3	6.6	0.6	-4.5	0.2
Cc1ccc(-c2nc3ccc(NS(=O)(=O)c4ccccc4)cc3[nH]2)o1	10.7	-0.8%	13.7	4.8	1.3	-5.2	-2.5	-7.6	0.9
COc1ccccc1NC(=O)CN1C(=O)NC2(CCCCCCC2)C1=O	1.1	-1.5%	·	0.8	-1.1	6.2	-4.9	10.4	5.8
CCOC(=O)c1c(NC(=O)/C=C/c2ccc(OCC)cc2)sc2c1CCCC2	1.1	2.8%	-10.3	1.0	2.1	·	3.7	·	-0.2
CCc1nc2nc(C)cc(Nc3ccc(Br)cc3F)n2n1	-8.7	3.8%	5.4	15.6	-0.6	-11.9	-1.9	·	-0.1
CCCCOc1ccc(C(=O)Nn2c(-c3cccs3)nc3ccccc3c2=O)cc1	-3.2	?	-9.3	-6.0	1.6	9.5	-2.2	-4.4	13.2
Cc1ccc(SCC(=O)c2ccc(CC(=O)O)s2)cc1	-3.8	0.0%	3.3	-24.9	-0.5	-34.9	7.9	7.4	-0.2
Cc1ccc(NC(=O)c2c(C)oc3ncn(CC(C)C)c(=O)c23)nc1	31.0*	1.1%	-13.6	·	-1.1	·	-0.3	·	0.1
CCN1CCCC1CNC(=O)C(=O)NC(C)c1ccccc1 (stereo not drawn)	6.2	0.9%	-4.0	1.4	1.4	14.4	-3.6	-13.0	0.2
O=C(Cc1ccccc1)Nc1ccc2c(c1)OC1(CCCC1)O2	1.7	-1.7%	-6.1	5.7	5.3	-11.7	·	-35.6	-1.8
CC1=CC(C)(C)N(C(=O)CSc2nnc(C)s2)c2ccc(C)cc21	-6.3	0.4%	15.7	-3.1	-2.9	-12.3	-1.8	13.6	1.7
CSCCC(NC(=O)OCc1ccccc1)C(=O)O (stereo not drawn)	-1.1	0.4%	-5.4	5.3	3.1	4.3	-0.8	17.8	-1.9
COc1ccc(NC(=O)CCNS(=O)(=O)c2cc(Br)cnc2N)c(OC)c1	3.6	8.2%	5.4	-7.6	5.6	8.4	0.0	5.6	-0.6
CC(=O)Nc1ccc(NC(=O)C(C)OC(=O)CCC2CCCC2)cc1 (stereo not drawn)	3.0	0.7%	19.1	-3.0	6.8	24.8	-1.6	30.5*	0.9
O=C(Cn1c(=O)c2cccn2c2ccccc21)NCc1ccccc1F	11.9	3.2%	-20.5	1.8	6.4	-8.4	-3.3	·	-0.4
COc1cc(NC(=O)c2nn(C)c3c2COc2ccccc2-3)cc(OC)c1OC	0.7	2.2%	5.9	0.6	1.4	1.3	1.6	·	1.4
Cc1ccc(-c2nc(NC(=O)CSc3nnc4scc(-c5ccccc5)n34)ns2)cc1	-7.5	3.1%	7.4	-1.6	4.0	-29.3	-8.6	14.1	0.5
Cc1cc(C)n(CCC(=O)N/N=C/c2c(O)ccc3ccccc23)n1	2.1	-2.1%	-4.6	·	5.2	-6.0	-2.6	·	·
Cc1cc(C)cc(NC(=O)c2ccc(CSc3nnc(C)s3)cc2)c1	-2.0	-0.8%	-3.9	-4.9	0.7	9.6	-3.6	13.1	0.5
Cc1ccc(-n2nc3c(=O)n(CC(=O)NCCc4ccco4)nc(C)c3c2C)cc1	3.3	10.0%	-6.1	-5.2	2.9	4.5	-8.1	-1.8	0.3
CCOc1ccc(-n2c(SCC(=O)Nc3ccc4c(c3)OCCO4)nc3c([nH]c4ccccc43)c2=O)cc1	1.7	1.0%	-9.5	8.8	2.2	·	-4.8	·	-7.2
O=C(NCc1ccccn1)c1cccc(S(=O)(=O)NCc2ccccc2)c1	3.0	1.6%	7.9	5.3	14.0	-3.4	-0.1	10.6	0.0
Cc1c(Cl)cccc1NC(=O)CCC(=O)NNC(=O)c1ccco1	17.0	-0.1%	1.0	-2.8	4.0	1.2	3.7	5.2	0.0
CSc1ncc(C(=O)Nc2ccc(C(C)=O)cc2)c(-c2ccccc2)n1	20.9&-12.7	6.7%&2.9%	6.1&-22.3	8.8&-1.4	-0.5&9.8	1.7&0.8	3.8&-3.0	4.8	0.7
Cc1ccccc1-c1nc2scc(CCNS(=O)(=O)c3ccccc3)n2n1	4.7	-1.4%	-4.7	-1.1	10.1	-13.5	-1.8	·	·
N#CCSCC(=O)Nc1ccc(Br)cc1	1.1	-0.1%	-10.9	-0.2	-0.5	-0.1	-6.5	11.5	-0.5
Cc1ccccc1NC1=C/C(=N\S(=O)(=O)c2cccs2)c2ccccc2C1=O	-8.6	1.6%	10.7	-3.7	1.1	-3.0	-1.6	6.0	-1.1
CN(C)c1ccc(C(=S)N2CCN(C(=S)Nc3ccccc3)CC2)cc1	2.2	-0.5%	1.8	-3.6	1.8	1.7	-1.1	-16.9	-0.4
CC(Sc1nc(-c2ccccc2)cc(C(F)(F)F)n1)C(=O)Nc1sc2c(c1C#N)CCC2 (stereo not drawn)	-1.1	3.8%	-2.2	2.9	3.1	-1.1	-3.2	2.6	0.2
CN(CC(=O)Nc1ccc(Cl)cc1)C(=O)c1sccc1-c1ccccc1	5.0	2.2%	-25.8	2.6	8.8	-9.2	·	16.2	0.3
COc1ccc(C)cc1NC(=O)c1ccc(-c2ccc(C(C)=O)cc2)o1	-1.8	4.2%	-6.2	1.4	1.6	·	-6.6	-7.8	1.5
S=C(Nc1ccccc1)N1CCn2c1nc1ccccc12	2.0	1.4%	-13.8	11.4	2.2	-15.5	-7.3	-1.4	1.1
Cc1cc(C)c(C(=O)N2CCCC(CNS(=O)(=O)N(C)C)C2)o1 (stereo not drawn)	-0.1	-0.1%	3.9	-3.3	0.9	13.9	0.4	-9.3	-0.4
Cn1c(=O)c2c(ncn2CC(O)CNc2ccc(F)cc2)n(C)c1=O (stereo not drawn)	-2.0	?	-6.9	2.1	6.4	0.1	0.3	20.0	-1.0
COc1ccc(OC)c(CNC(=O)C2CCCN(C(=O)N(C)C)C2)c1 (stereo not drawn)	-1.7	0.4%	0.3	-11.7	4.6	-6.2	-3.5	-8.8	-0.1
N#Cc1nccnc1N1CCN(C(=O)Nc2ccccc2)CC1	-4.3	6.8%	-9.8	-1.2	0.0	-7.1	-1.0	-2.5	-0.9
COCCNC(=O)Cn1cc(/C=N/NC(=O)c2ccc(Oc3ccc(O)cc3)cc2)c2ccccc21	-1.7	0.9%	-27.1	10.4	3.3	-19.5	-6.7	2.7	-3.5
O=S(=O)(c1ccccc1)c1nc(-c2ccco2)oc1SCc1ccc(F)cc1	-5.3	0.4%	-6.4	-23.9	20.6	-8.7	3.3	·	2.0
O=C(CSc1nc(Nc2ccccc2)nc(N2CCOCC2)n1)Nc1cccc([N+](=O)[O-])c1	-3.8	-0.7%	10.2	-2.7	2.2	-16.3	-3.9	2.9	-0.3
Cc1cccc(OCC(=O)Nc2cc(NC(=O)COc3cccc(C)c3)cc(C(=O)O)c2)c1	0.6	4.5%	-11.6	2.4	2.2	-6.7	-9.0	-1.4	-0.2
Cc1ccc(N(Cc2cccs2)C(=O)c2ccccc2[N+](=O)[O-])cc1	-2.5	2.3%	10.4	6.3	3.1	-2.8	-0.1	·	-1.3

As a short view, part of the list above.
Structure	TRHR enhancer	RXFP1 agonist	D1 antagonist	D2 PAM	D1 agonist	RXFP1 antag	D1 potentiator	D2 antag	D2 ag
CSCCC(NC(=O)OCc1ccccc1)C(=O)O (stereo not drawn)	-1.1	0.4%	-5.4	5.3	3.1	4.3	-0.8	17.8	-1.9
COc1ccc(NC(=O)CCNS(=O)(=O)c2cc(Br)cnc2N)c(OC)c1	3.6	8.2%	5.4	-7.6	5.6	8.4	0.0	5.6	-0.6

A portion of the library. The share of hits here may be higher or lower than overall.
